High-throughput results from PubChem BioAssay.
SIAE inh: human SIAE inhibitors, primary screen, biochemical, fluorescence polarization, FP-Rh probe, 1536-well HTS; Sialate O-acetylesterase (Homo sapiens), Q9HAT2; SIAE FP-Rh probe binding; inhibition, % at 9.66 µM; hit rate 0.69% among 370,000; AID 1053197, 2014;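 active = inhibition above a cutoff: mean of compounds within the control limits plus 3 SD of those, cut at about 17% in these data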;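 also: 0% = plate median of compound wells and 100% = probe without SIAE protein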
MBD2 inh: inhibitors of MBD2 binding to methylated DNA, primary screen, biochemical, TR-FRET, DNA-binding domain, human | Methyl-CpG-binding domain protein 2 (Homo sapiens), Q9UBB5 | MBD2 binding to methylated oligonucleotide | inhibition, % at 4.4 µM | hit rate 0.31% among 370,000 | AID 686964, 2013; in the data active = inhibition above about 13%
Target sequence (Q9UBB5 whole entry, looked up, the tested form may be a part): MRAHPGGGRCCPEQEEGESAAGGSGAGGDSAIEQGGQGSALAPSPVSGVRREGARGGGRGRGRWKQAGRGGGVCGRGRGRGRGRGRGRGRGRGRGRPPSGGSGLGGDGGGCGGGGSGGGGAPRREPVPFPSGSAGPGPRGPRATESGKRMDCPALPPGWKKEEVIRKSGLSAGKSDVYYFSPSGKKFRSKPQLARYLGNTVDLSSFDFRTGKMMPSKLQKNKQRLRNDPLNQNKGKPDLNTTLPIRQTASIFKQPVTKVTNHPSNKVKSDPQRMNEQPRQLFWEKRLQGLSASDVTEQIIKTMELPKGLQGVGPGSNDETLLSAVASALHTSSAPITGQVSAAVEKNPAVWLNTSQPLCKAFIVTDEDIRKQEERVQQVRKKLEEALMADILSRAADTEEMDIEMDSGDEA
PRMT1 inh: PRMT1 methyltransferase inhibitors, primary screen, biochemical, fluorescence polarization | Protein arginine N-methyltransferase 1 (Homo sapiens), Q99873 | recombinant PRMT1, activity-based probe fluorescence polarization | inhibition, % at 2.79 µM | hit rate 1.3% among 370,000 | AID 652257, 2013;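 active = inhibition above about 21% made by adding two undisclosed values, limit read from the data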
Target sequence (Q99873 whole entry, looked up): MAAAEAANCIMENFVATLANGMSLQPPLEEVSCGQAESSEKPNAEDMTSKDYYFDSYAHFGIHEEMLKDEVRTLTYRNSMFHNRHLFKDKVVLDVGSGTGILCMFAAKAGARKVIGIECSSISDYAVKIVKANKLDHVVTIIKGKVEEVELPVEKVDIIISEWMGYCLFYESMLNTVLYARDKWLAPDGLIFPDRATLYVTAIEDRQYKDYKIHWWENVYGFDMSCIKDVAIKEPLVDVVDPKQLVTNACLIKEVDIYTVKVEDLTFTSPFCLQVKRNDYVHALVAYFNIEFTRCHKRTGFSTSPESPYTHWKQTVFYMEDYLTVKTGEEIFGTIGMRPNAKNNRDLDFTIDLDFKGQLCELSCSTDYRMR
Tn7 DDE FP: inhibitors of Tn7 peptide binding to fibrin DD(E), primary screen, biochemical, fluorescence polarization, human fibrin, Tn7 probe. AID 720508, 2013. inhibition, % at 8.3 µM. FP displacement of FITC-Tn7 peptide from fibrin DD(E); 0% = median of compound wells per plate. hit rate 0.13% among 370,000. Fibrinogen beta chain (Homo sapiens), P02675;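 active = inhibition above the mean of compounds falling within the control limits plus 3 SD of them, cut at about 14% in these data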;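 also: 0% = plate median of compound wells and 100% = 10 µM Aha-Tn7 peptide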
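Assay system: human fibrin DD(E). Input: DD(E) 2 µM final. Medium: Tris buffer with calcium and detergent, pH 7.8. Compound dosing: single point at 8.3 µM. Timing: 10 min plus 3 h, room temperature. Technique: fluorescence polarization of the labelled Tn7 tracer. Read-out: percent inhibition. Replicates: singlicate testing.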
UHRF1 MBD2 ctr: UHRF1 methylated DNA binding inhibitors, primary screen, counter-screen for MBD2 inhibitor project, biochemical, TR-FRET, human UHRF1, single concentration; AID 687016, 2013; UHRF1 binding to methylated oligo; hit rate 0.75% among 370,000; E3 ubiquitin-protein ligase UHRF1 (Homo sapiens), Q96T88; inhibition, % at 4.4 µM; in the data active = inhibition above about 21%;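 also: UHRF1 SRA domain binding a hemimethylated CpG hairpin DNA probe; 0% = median of test compound wells and 100% = reference inhibitor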
DDE Tn6 FP inh: inhibitors of Tn6 peptide binding to fibrin DD(E), primary screen, biochemical, fluorescence polarization, human fibrin, Tn6 probe; Fibrin DD(E) TRITC-Tn6 fluorescence polarization displacement; inhibition, % at 8.3 µM; hit rate 0.21% among 370,000; AID 720509, 2013;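 active = inhibition above a per-campaign cutoff: mean of compounds within control limits plus 3 SD, cut at about 15% in these data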;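 also: 0% = median of all compound wells on the plate and 100% = blocking peptide control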
TDP2 absorb: human TDP2 enzyme inhibitors, primary screen, biochemical, epi absorbance, recombinant enzyme. Tyrosyl-DNA phosphodiesterase 2 (Homo sapiens), O95551. T5PNP hydrolysis, p-nitrophenol absorbance 415 nm. inhibition, % at 12.8 µM. hit rate 0.34% among 370,000;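 active = inhibition above the mean of all tested compounds plus 3 SD, set per campaign, cut at about 25% in these data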;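 also: 0% = DMSO with enzyme and 100% = buffer with substrate but no TDP2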
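Test system: human TDP2 enzyme; Input: 120 nM TDP2 per well; Buffer or medium: Mg2+-containing Tris-HCl buffer, pH 7.5; Reagent: 5 mM T5PNP; Dosing: 12.8 µM single point, 1% DMSO; Incubation: reaction 2 h, 37 °C; Detection: p-Nitrophenol epi absorbance; Read-out: % inhibition relative to enzyme-containing and enzyme-free wells; Replicates: single well per compound.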
LEDGF integ inh: blockers of LEDGF/p75-dependent integrase strand transfer – biochemical, TR-FRET, high throughput, primary screen; HIV-1 integrase (with human LEDGF/p75); TR-FRET IN-LEDGF/p75 DNA integration, Eu/Cy5; inhibition, % at 3.7 µM; hit rate 0.64% among 370,000; AID 743269, 2014;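 active = inhibition above the screen-wide mean plus 3 SD, cut at about 13% in these data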;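 also: signal is the Cy5 over europium emission ratio at 671 and 618 nm; 0% = plate median of compound wells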
TCR CD3 inh: inhibitors of human TCR-CD3 interaction, primary screen, biochemical, fluorescence, TAMRA-labeled TCR probe; AID 651800, 2012; T-cell receptor (TCR); hit rate 0.37% among 360,000; inhibition, % at 9.4 µM; in the data active = inhibition above about 19%;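 also: recombinant mutant TCR 2C K166C tagged with TAMRA read by polarization; 0% = receptor in buffer alone and 100% = receptor with positive control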
proKLK7 act: proKLK7 zymogen activators, primary screen, biochemical, fluorescence intensity; purified proKLK7, EDANS-DABCYL substrate fluorescence; 100% is mature enzyme control, 0% vehicle; hit rate 0.9% among 370,000; AID 652039, 2013; activation, % at 7 µM;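 active = activation above the mean of all tested compounds plus 3 SD, computed per campaign excluding outliers beyond control limits, cut at about 13% in these data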
Target sequence (P49862 whole entry, looked up): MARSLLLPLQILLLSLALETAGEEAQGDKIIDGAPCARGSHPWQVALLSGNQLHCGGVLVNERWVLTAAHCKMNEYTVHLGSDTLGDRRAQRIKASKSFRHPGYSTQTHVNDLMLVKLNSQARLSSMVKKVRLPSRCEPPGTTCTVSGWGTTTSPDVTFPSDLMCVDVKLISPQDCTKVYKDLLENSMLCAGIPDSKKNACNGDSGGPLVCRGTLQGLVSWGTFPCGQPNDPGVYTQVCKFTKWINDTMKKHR
* = called active by the depositor; & = joins results of further samples.

SMILES	SIAE inh	MBD2 inh	PRMT1 inh	Tn7 DDE FP	UHRF1 MBD2 ctr	DDE Tn6 FP inh	TDP2 absorb	LEDGF integ inh	TCR CD3 inh	proKLK7 act
CN1CCN(c2ccc(S(=O)(=O)N3CCCCC3)cc2NC(=O)Cc2ccccc2F)CC1	4.7	0.1	-0.3	-5.6	-0.7	-6.5	5.2	0.9	-3.0	0.0
O=c1cc(CSc2nnc(-c3cccs3)n2Cc2ccccc2)nc2sc3ccccc3n12	-0.6	4.0	-3.5	0.7	5.4	-3.5	-12.4	0.5	2.1	0.6
O=C(/C=C/c1ccccc1)NC(=S)NNC(=O)c1cccnc1	8.3	-11.5	-3.7	0.1	-11.4	2.1	-5.2	0.6	9.0	0.5
O=C(Nc1ccc(S(=O)(=O)N2CCCC2)cc1)c1cncc(Br)c1	-2.7	0.8	-2.0	-5.9	-3.4	-5.2	-4.4	-0.4	-5.2	-0.1
O=C(N/C(=C\c1ccccc1)C(=O)N1CCN(CCO)CC1)c1ccccc1	7.8	5.6	0.1	9.2	-0.1	5.0	-12.9	-3.6	8.2	-0.1
CCOC(=O)C1=C(c2ccccc2)N=c2s/c(=C\c3ccc(O)cc3)c(=O)n2C1c1cccs1 (centres undefined)	-47.6	1.4	-2.1	-6.3	-5.2	-6.0	2.9	2.4	-38.7	-1.6
COc1cc2c(cc1OC)C(=S)NC(C)(C)C2	6.8	2.6	0.9	5.2	-0.2	-1.0	0.4	-3.6	1.1	-0.5
CC(C)N(C(=O)[C@H]1C[C@H](CC(=O)NCCCN(C)C)C(=O)N2CCc3c([nH]c4cc(-c5ccco5)ccc34)[C@]12C)C(C)C	2.2	-1.8	-2.1	-0.9	-0.1	6.1	-1.5	5.4	-2.0	103.1*
Cc1ccc(NC(=O)CSc2nnc(C)n2CC2CCCO2)cc1 (centres undefined)	2.3	-8.1	-1.9	-1.9	1.1	9.7	-14.0	5.3	5.9	-0.1
Cc1ccc(-n2ncc3c2ncn2c(C)nnc32)cc1C	-0.1	2.2	2.0	-2.8	0.2	3.2	2.0	3.2	3.1	-0.2

Reformatted: results already given.
canonical_smiles | SIAE inh | MBD2 inh | PRMT1 inh | Tn7 DDE FP | UHRF1 MBD2 ctr | DDE Tn6 FP inh | TDP2 absorb | LEDGF integ inh | TCR CD3 inh | proKLK7 act
O=C(/C=C/c1ccccc1)NC(=S)NNC(=O)c1cccnc1 | 8.3 | -11.5 | -3.7 | 0.1 | -11.4 | 2.1 | -5.2 | 0.6 | 9.0 | 0.5
O=C(Nc1ccc(S(=O)(=O)N2CCCC2)cc1)c1cncc(Br)c1 | -2.7 | 0.8 | -2.0 | -5.9 | -3.4 | -5.2 | -4.4 | -0.4 | -5.2 | -0.1
O=C(N/C(=C\c1ccccc1)C(=O)N1CCN(CCO)CC1)c1ccccc1 | 7.8 | 5.6 | 0.1 | 9.2 | -0.1 | 5.0 | -12.9 | -3.6 | 8.2 | -0.1

(further entries)
SMILES	SIAE inh	MBD2 inh	PRMT1 inh	Tn7 DDE FP	UHRF1 MBD2 ctr	DDE Tn6 FP inh	TDP2 absorb	LEDGF integ inh	TCR CD3 inh	proKLK7 act
COc1ccc(CCNC(=O)C(=O)NCC2OCCN2S(=O)(=O)c2ccc(Cl)cc2)cc1 (centres undefined)	-7.1	-0.2	1.0	3.0	0.6	-6.4	2.7	0.7	-0.9	0.7
Cc1cccc2nc(CSc3nc4cc([N+](=O)[O-])ccc4s3)cn12	-13.4	-0.9	52.5*	-5.4	-3.1	-4.5	1.6	-0.5	-0.9	-0.1
CC1CCN(C(=O)c2scc3c2OCCO3)CC1	4.0	-2.9	-3.2	7.5	0.8	0.8	-6.8	0.7	-12.4	-0.1
Cc1ccc(NC(=O)CCC(=O)N2CCOCC2)nc1	-0.9	-3.7	-3.4	4.4	-1.2	6.7	4.9	5.3	3.3	0.7
Cn1c(=O)c2c(nc(NCCCO)n2Cc2cccc(Br)c2)n(C)c1=O	4.3	-0.1	-1.4	-1.6	2.2	1.8	-2.8	4.3	2.5	-0.2
CCCn1cnc2c(SCc3ccc(Cl)cc3)nc(N)nc21	2.7	-2.8	2.6	1.6	2.1	-1.6	-1.3	-2.7	3.8	0.0
Cc1ccc(NC(=O)c2ccc(S(=O)(=O)N(C)c3ccccc3)cc2)cc1S(=O)(=O)N1CCOCC1	18.3*	-3.3	2.8	8.1	-1.0	-9.0	1.3	-8.2	-4.2	0.4
CN(NC(=O)Nc1ccc(Cl)cc1)c1ncc(C(F)(F)F)cc1Cl	-1.8	-5.5	-2.8	13.7	-2.3	3.1	-4.2	0.1	2.9	-0.2
Cc1c(OCc2ccccc2)c(=O)ccn1Cc1ccc(F)cc1	-0.7	3.9	-0.8	-0.9	-3.7	2.6	14.1	-0.9	4.4	-0.4
CCN1C(=O)C2(C(C(=O)c3cc4ccccc4o3)=C(O)C(=O)N2CCCN2CCOCC2)c2ccccc21 (centres undefined)	7.8	-2.1	-2.8	3.6	-0.9	-0.4	-4.2	-0.7	2.9	0.1
C=CCC[C@@H](CCCCC)OC(=O)/C=C/[C@@H](O)[C@H](O)C[C@H](O)CC=C	-5.3	5.6	8.9	-4.3	4.2	-7.7	-6.2	4.4	-5.0	-0.5
CC(C)(NS(=O)(=O)OCC(Cl)(Cl)Cl)c1ccccc1	1.5	1.7	-2.3	-4.8	-5.8	4.4	2.5	-0.8	2.4	0.6
Cc1ccc(-c2cn3c(=S)[nH]nc3s2)cc1	2.4	-3.3	26.2*	0.7	1.8	4.3	-6.7	1.8	-2.1	0.0
Cc1ccc(NC(=O)c2cnc(SCC(=O)NCC3CCCO3)n(C)c2=O)cc1C (centres undefined)	-4.2	2.0	2.2	-2.2	1.8	-12.6	11.2	-5.4	0.0	0.7
COc1ccccc1C1C(C(=O)c2sc(C)nc2C)=C(O)C(=O)N1CCN1CCOCC1 (centres undefined)	-0.3	0.4	1.4	-0.5	-2.7	-6.9	6.7	-3.5	-3.1	0.6
Cc1ccc(C)c(SCC(=O)Nc2cccc(S(=O)(=O)N3CCOCC3)c2)c1	4.5	2.4	1.5	2.8	0.0	-4.5	7.9	-1.0	-1.2	0.7
CCC(C)Sc1cc(-c2nc3ccccn3c2NC2CCCCC2)ccc1OC (centres undefined)	10.0&6.8	-4.8&-3.7	0.6&-0.4	4.6&-7.8	-5.7&2.2	-2.2&-3.8	-7.8&-8.9	-1.7&1.6	6.1&1.9	-68.8&-14.4
COc1ccccc1NC(=O)C1=C(C)NC(=O)NC1c1cccc(OC)c1OC (centres undefined)	2.9	-4.8	2.4	1.2	-1.2	-3.0	7.0	2.1	-6.7	0.2
CCOc1ccc(NC(=O)CCCNC(=O)Cn2cnc3sc(C)c(C)c3c2=O)cc1	6.6	-2.4	-4.3	1.6	-0.2	-3.2	14.2	-0.4	-2.8	-0.4
CCC(=O)N1N=C(c2cccs2)CC1c1ccc(OC)cc1 (centres undefined)	2.1	1.1	0.8	3.6	-0.7	0.0	-0.4	-1.3	2.9	-0.3
Cc1ccc(CNc2ccc(N3CCOCC3)cc2)s1	8.1	-2.9	1.5	-8.5	-1.3	-6.8	8.7	13.1	0.4	-5.1
COc1cc(/C=N/Nc2nc(C)cc(C)n2)cc(OC)c1OC	3.0	-2.1	2.7	-1.0	1.2	2.7	-6.5	1.3	2.8	0.0
COc1ccc(OC)c(S(=O)(=O)N2CCC(C(=O)NCc3ccncc3)CC2)c1	11.7	0.7	-2.5	1.2	0.5	1.2	6.0	-1.6	4.6	-0.9
Nc1ncc(-c2ccccc2)n1CC1CCCO1 (centres undefined)	-2.4	-0.2	-3.1	-2.9	-4.5	9.3	-1.5	-1.7	6.0	-0.1
O=C(Cc1c(F)cccc1Cl)Nc1ccccn1	-3.7	2.0	1.6	7.0	0.5	-2.0	11.8	2.8	-6.0	-0.7
Cc1cccc(-c2cnc(C(O)c3cc(C)cc(C)c3)[nH]2)c1 (centres undefined)	4.3	3.5	-2.1	0.6	-5.0	3.5	1.1	-0.1	5.5	1.2
O=C(O/C(=C/c1ccccc1)C(F)(F)F)c1ccccc1	-4.8	2.7	1.1	0.8	-1.1	-2.7	-7.6	0.5	1.9	-0.1
COC(=O)CCSCC(=O)N1N=C(c2ccc(OC)cc2)CC1c1cccc(OC)c1OC (centres undefined)	-3.9	2.5	3.4	-8.2	-1.1	2.8	0.3	-5.8	-0.8	-0.3
CCC(C)c1ccc(S(=O)(=O)N2CCN(c3ccccn3)CC2)cc1 (centres undefined)	-4.8	1.2	1.1	-7.8	-0.8	-11.8	-8.3	1.2	10.9	0.2
CC1CN(Cc2cc(=O)oc3cc(O)c(Cl)cc23)CC(C)O1 (centres undefined)	-8.3	-2.9	-0.5	3.0	0.7	3.6	10.0	-0.1	2.7	87.4*
COc1cccc(CNC(=O)CCCn2nc(C)n3c(cc4sccc43)c2=O)c1	2.3	0.9	3.1	-6.6	1.2	-1.9	7.4	-0.6	-4.3	0.0
Cc1[nH]nc(Nc2ccc(Br)cc2)c1[N+](=O)[O-]	-8.1	0.6	0.7	6.0	1.6	3.3	-6.4	-1.1	-7.5	0.3
COc1ccc(OC)c(CN2CCC(CNC(=O)Nc3cccc(Cl)c3)CC2)c1	-3.4	2.6	1.6	3.4	3.8	6.2	-7.0	-9.6	2.7	-0.3
Cc1c(C#N)c(NC(=O)CCl)n(Cc2cccs2)c1C	-2.5	-8.6	8.3	-2.7	-2.4	-0.3	4.8	3.3	-0.8	0.1
COc1ccc(S(=O)(=O)NCCc2c[nH]c3ccccc23)cc1OC	7.5	-6.3	1.4	4.3	2.6	3.0	-2.6	-2.1	12.9	-0.1
Cc1ccc(-c2csc(NNC(=O)c3ccccc3)n2)cc1	-2.6	-7.9	8.9	-2.1	-0.9	-2.0	-12.7	3.7	-8.1	-1.5
CCc1nnc(NC(=O)c2ccc(S(=O)(=O)N(CC)CC)cc2)s1	5.5	4.2	2.6	-5.7	0.1	6.9	-7.6	-2.4	-3.9	0.3
Cc1oc(-c2ccc(C(F)(F)F)cc2)nc1CN(Cc1ccccn1)C[C@@H]1CCC(=O)N1	5.6	1.6	0.1	-5.6	1.1	0.1	-8.6	3.7	4.0	-0.1

An unsorted share of the library; 4.6% or so of the library scored in one or more.
